# STAT1 inh – STAT1 signaling inhibitors, primary screen, cell-based, HTS, luciferase reporter; inhibition, % at 5.5 µM; AID 920, 2007; hit rate 0.35% among 200,000; NIH 3T3 STAT1-luciferase reporter, IFN-gamma, luminescence;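 active means inhibition above a set limit, the mean inhibition across all tested compounds plus 3 SD, cut at about 34% in these data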;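 further: 0% = IFN-gamma with DMSO and 100% = IFN-gamma with 300 µM nifuroxazide; values of inactives mirror those of a sister screen read the other way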
# Diaph inh CS – diaphorase inhibitors and chemical oxidizers, primary screen, counter-screen for diaphorase-coupled primary assays, biochemical, uHTS, resorufin fluorescence. diaphorase resazurin-to-resorufin fluorescence, NADH, 16 min; bacterial (C. kluyveri) enzyme, not human. inhibition, % at 20 µM. hit rate 0.69% among 190,000. AID 1217, 2008;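 active means primary screen inhibition at 20 µM above a set limit, cut at about 50% in these data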;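 further: plate controls were DMSO with full reaction for no effect and wells lacking NADH for full effect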
#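 Benchmarks: positive control wells lacking NADH, neutral wells with DMSO only. System: bacterial diaphorase enzyme (C. kluyveri). Input: 0.14 U/mL diaphorase, enzyme working solution. Detection: resorufin fluorescence, excitation 544 nm, emission 590 nm. Times: 16-min room-temperature incubation before reading.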
# G6PDH CS – L. mesenteroides G6PDH inhibitors, counter-screen for G6PDH-coupled screening assays, biochemical, Leuconostoc mesenteroides enzyme; glucose-6-phosphate dehydrogenase [Leuconostoc mesenteroides]; Purified L. mesenteroides G6PDH, diaphorase/resazurin coupled fluorescence, 45 min; inhibition, % at 5 µM; hit rate 0.12% among 200,000; in the data active means inhibition above about 50%
# STAT3 inh – IL-6 driven STAT3 reporter inhibitors, primary screen, U3A cells, luciferase, luminescence, MLSCN library | IL-6 STAT3-luciferase reporter; host cell line lacks STAT1 | inhibition, % at 5.5 µM | hit rate 0.89% among 190,000 | AID 862, 2007;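 active means inhibition above the mean inhibition across all screened compounds plus 3 SD, cut at about 44% in these data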;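 further: 0% = DMSO only wells and 100% = 100 µM nifuroxazide control wells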
# STAT1 activator – STAT1 signaling activators, primary screen, cell-based, HTS, luciferase reporter | NIH 3T3 STAT1-luciferase reporter, IFN-gamma, luminescence; 100% = IFN-gamma alone, no compound | activation (% of control), % at 5.5 µM | hit rate 2.6% among 200,000;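 active means activation above the screen-wide mean activation plus 3 SD, cut at about 130% in these data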;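 further: raw ratio to IFN-gamma control signal so 100% means no change and 0% no light; values of inactives mirror those of a sister screen read the other way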
# Diaph act CS – compounds boosting diaphorase resazurin reduction – biochemical, uHTS, resorufin fluorescence, counter-screen for diaphorase-coupled primary assays, primary screen. Diaphorase/resazurin coupled assay, 16 min; hits give high values; 1 = vehicle wells, 0 = NADH-free wells. activation factor at 20 µM. hit rate 0.005% among 190,000;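 active means diaphorase activity raised at least twofold by the compound at 20 µM; inactive means activation factor below 2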
#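 Test system: Clostridium kluyveri diaphorase, purified enzyme; input: enzyme 0.07 U/mL final; buffer or medium: 50 mM HEPES pH 7.4 with 4.542 mM MgCl2, 0.005% Tween 20; also added: 0.114 mM NADH and 0.1 mM resazurin, final amounts; schedule: 16 min enzyme reaction, ambient temperature; technique: fluorescence of resorufin, 544 nm excitation, 590 nm emission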
# Hsp70 activator – Hsp70 transcriptional activators, primary screen, cell-based, HeLa, Hsp70 promoter luciferase, luminescence, 10 µM | HeLa Hsp70 promoter luciferase reporter; scaled: vehicle 0, proteasome-inhibitor control 100% | AID 1203, 2008 | activation, % at 10 µM | hit rate 0.04% among 200,000;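 active means activation above the mean across all tested compounds plus 3 SD, cutoff set per campaign, cut at about 5.5% in these data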;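 further: 100% = MG132 at 30 µM as the positive control and 0% = DMSO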
# TLR4 MyD88 comp – inhibitors of TLR4-MyD88 association in cells, primary screen, cell-based, HeLa CL3-4, BLA complementation, FRET ratio; inhibition, % at 8.4 µM; hit rate 0.18% among 200,000; HeLa CL3-4 TLR4/MyD88 BLA complementation; Toll-like receptor 4 (Homo sapiens) + Myeloid differentiation primary response protein …; in the data active means inhibition above about 25%;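 further: 0% = vehicle and 100% = reference inhibitor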
# Target sequence (O00206 whole entry, looked up): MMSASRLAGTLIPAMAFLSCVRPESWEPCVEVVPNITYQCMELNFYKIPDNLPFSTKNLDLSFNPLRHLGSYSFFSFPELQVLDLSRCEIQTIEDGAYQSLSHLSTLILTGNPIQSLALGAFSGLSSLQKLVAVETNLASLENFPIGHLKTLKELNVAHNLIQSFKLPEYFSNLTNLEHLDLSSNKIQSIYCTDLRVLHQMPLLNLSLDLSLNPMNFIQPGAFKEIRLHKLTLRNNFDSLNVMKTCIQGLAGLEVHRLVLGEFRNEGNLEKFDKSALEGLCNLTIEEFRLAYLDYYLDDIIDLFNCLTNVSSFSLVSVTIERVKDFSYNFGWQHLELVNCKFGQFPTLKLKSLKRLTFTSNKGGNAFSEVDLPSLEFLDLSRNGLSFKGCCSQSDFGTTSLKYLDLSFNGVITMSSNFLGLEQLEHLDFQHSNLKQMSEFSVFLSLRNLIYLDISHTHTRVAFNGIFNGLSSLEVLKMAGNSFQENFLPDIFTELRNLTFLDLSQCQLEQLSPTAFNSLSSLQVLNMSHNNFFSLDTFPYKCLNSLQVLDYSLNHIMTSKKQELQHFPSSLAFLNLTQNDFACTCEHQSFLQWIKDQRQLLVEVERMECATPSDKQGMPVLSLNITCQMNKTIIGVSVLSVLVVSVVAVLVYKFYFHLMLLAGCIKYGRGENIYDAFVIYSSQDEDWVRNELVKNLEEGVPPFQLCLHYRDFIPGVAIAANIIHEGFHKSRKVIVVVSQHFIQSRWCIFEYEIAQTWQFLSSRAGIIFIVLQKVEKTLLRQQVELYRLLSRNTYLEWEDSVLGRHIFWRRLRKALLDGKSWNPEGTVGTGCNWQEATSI
# Target sequence (Q99836 whole entry, looked up): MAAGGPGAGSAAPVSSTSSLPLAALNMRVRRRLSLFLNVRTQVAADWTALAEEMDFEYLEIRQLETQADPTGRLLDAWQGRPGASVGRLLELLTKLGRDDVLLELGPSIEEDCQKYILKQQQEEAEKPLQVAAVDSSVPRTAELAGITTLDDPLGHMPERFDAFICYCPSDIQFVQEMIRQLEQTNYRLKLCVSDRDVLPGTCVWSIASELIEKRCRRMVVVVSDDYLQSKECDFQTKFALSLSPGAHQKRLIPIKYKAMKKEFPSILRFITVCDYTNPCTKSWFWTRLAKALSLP
# APP transl inh – inhibitors of APP translation via 5'UTR reporter, primary screen, APP 5'UTR luciferase, SH-SY5Y cells; SH-SY5Y APP 5'UTR-luciferase reporter, luminescence; inhibition, % at 2 µM; hit rate 0.82% among 190,000;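 active means inhibition above a set limit, derived from the sample mean plus 3 SD, cut at about 45% in these data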; further: values of inactives mirror those of a sister screen read the other way
# STAT3 activator – IL-6 driven STAT3 reporter potentiators, primary screen, U3A cells, luciferase, luminescence, MLSCN library; hit rate 0.91% among 190,000; AID 871, 2007; IL-6 STAT3-luciferase reporter; 100% = signal with IL-6 EC80 alone; activation (% of control), % at 5.6 µM;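 active means activation above the screen-wide mean of compound activation plus 3 SD, cut at about 130% in these data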;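 further: 0% = background luminescence of wells with medium and substrate only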
#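 Material: STAT1-lacking human U3A cells, STAT3 luciferase reporter | Benchmarks: IL-6-only wells as 100% reference | Probe or stimulus: IL-6 (33 ng/mL) | Timing: Compound 1 h, then IL-6 6 h at 37 °C | Detection: Luminescence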
# * = called active by the depositor; . = not tested or not shown.
nr	molecule	STAT1 inh	Diaph inh CS	G6PDH CS	STAT3 inh	STAT1 activator	Diaph act CS	Hsp70 activator	TLR4 MyD88 comp	APP transl inh	STAT3 activator
1	C=CCn1c(C)cc(C(=O)CSc2nc3ccccc3[nH]2)c1C	30	20	2	99*	73	0.8	-0.4	-3	-122	22
2	O=C(Nc1ccc(N2C(=O)c3cccc4cccc(c34)C2=O)cc1)c1ccc(N2CCCCC2)c([N+](=O)[O-])c1	-12	16	3	4	111	0.8	0.0	7	10	97
3	O=C(CN1CCN(S(=O)(=O)c2ccc(Br)cc2)CC1)Nc1ccccc1C(=O)c1ccccc1	5	8	-2	0	96	0.9	0.1	3	-2	101
4	CC(C)(C)c1cc(CCC(=O)NNC(=O)c2ccco2)cc(C(C)(C)C)c1O	-4	-5	8	2	104	1.1	-0.3	-6	18	106
5	CCN(CC)CC#CCC(O)(c1ccccc1)c1ccc(Br)cc1 (configuration not stated)	1	-4	13	6	97	1	-0.3	-6	-10	99
6	CCOC(=O)c1nnc2c(Br)c(-c3ccccc3)nn2c1C	-3	21	3	22	103	0.8	-0.2	-10	-2	85
7	Cc1ccc(NCc2nnc3n2CCCCC3)c(C)c1	-5	0	8	0	105	1	-0.3	-19	7	100
8	O=C(Nc1ccccc1C(=O)NCc1ccco1)Nc1cccc2ccccc12	4	19	1	7	95	0.8	-0.4	25	3	97
9	CCN(CC)C(=O)CP(=O)(c1ccccc1)c1ccccc1	1	6	0	9	99	0.9	0.1	-7	2	99
10	C[C@@H]1C=C[C@](Cc2ccccc2)(C(=O)NCC2CC2)N1C(=O)c1ccccc1	-14	5	20	-8	113	1	-0.1	-2	-26	105
11	Cc1ccc(N(C(=O)c2cccs2)C2C=CS(=O)(=O)C2)cc1 (configuration not stated)	-9	6	6	2	108	0.9	0.3	0	0	106
12	COC(=O)c1cc(OC)c(OC)cc1NC(=O)c1c(C)noc1C	-7	.	.	0	106	.	-0.5	-2	5	101
13	CC(C)N(C(=O)C[n+]1ccc(/C=N/O)cc1)C(C)C	7	-3	7	6	94	1	-0.4	-2	-3	95
14	COCCNC(=O)COc1cc(=O)n(C)c2ccccc12	-7	3	14	-2	106	1	-0.2	-3	3	104
15	Cc1cc(-c2ccco2)n(CC(=O)NCCN(C)C)n1	-2	-4	1	8	101	1	-0.1	-11	-3	101
16	CCOC(=O)Cn1c(=NC(=O)CSC(C)=O)sc2cc(OC)ccc21	5	1	5	8	96	1	-0.2	-5	-25	98
17	O=S(=O)(Cc1cccc(C(F)(F)F)c1)c1ncn[nH]1	-5	-19	11	13	103	1.2	0.1	2	14	93
18	CCNc1cc(=O)n(C)c(=O)n1C	-1	5	7	0	101	1	-0.1	-3	-14	100
19	Cc1ccc(N2CC(C)Cn3c2nc2c3c(=O)n(CC(=O)OCc3ccccc3)c(=O)n2C)cc1C (configuration not stated)	7	32	-53	1	94	0.7	-0.5	5	-8	104
20	CN(C)CCCNS(=O)(=O)c1ccc(N2CCC(c3ccc(Cl)cc3)=N2)cc1	0	0	9	10	100	1	-0.5	-91	3	97
21	CC(=O)COc1ncn(-c2ccccc2)n1	-7	2	-1	4	108	1	0.0	-6	-2	97
22	CN(C)c1ccc(NC(=O)C(=O)NCCOc2ccccc2)cc1	-14	-2	3	-1	111	1	-0.1	4	16	103
23	CCOC(=O)c1c(NC(=O)Cc2cccs2)sc(C)c1C	9	16	3	2	92	0.8	-0.3	-9	-4	102
24	CCCNC(=O)COC(=O)c1cc(SC)ccc1Cl	-2	11	2	6	102	0.9	-0.4	-12	-3	93

# 2 entries from above, with each value named.
18	CCNc1cc(=O)n(C)c(=O)n1C
  STAT1 inh: -1
  Diaph inh CS: 5
  G6PDH CS: 7
  STAT3 inh: 0
  STAT1 activator: 101
  Diaph act CS: 1
  Hsp70 activator: -0.1
  TLR4 MyD88 comp: -3
  APP transl inh: -14
  STAT3 activator: 100

16	CCOC(=O)Cn1c(=NC(=O)CSC(C)=O)sc2cc(OC)ccc21
  STAT1 inh: 5
  Diaph inh CS: 1
  G6PDH CS: 5
  STAT3 inh: 8
  STAT1 activator: 96
  Diaph act CS: 1
  Hsp70 activator: -0.2
  TLR4 MyD88 comp: -5
  APP transl inh: -25
  STAT3 activator: 98

# Going on with the list:
nr	molecule	STAT1 inh	Diaph inh CS	G6PDH CS	STAT3 inh	STAT1 activator	Diaph act CS	Hsp70 activator	TLR4 MyD88 comp	APP transl inh	STAT3 activator
25	Cc1c(NC(=O)N2CCCCCC2)c(=O)n(-c2ccccc2)n1C	-2	8	3	-3	102	0.9	0.3	2	0	107
26	Cn1cc(C(=O)NC2CCCCCC2)c(=O)c2cc(S(=O)(=O)N3CCCC3)ccc21	4	-4	-6	0	99	1	-0.3	15	-10	98
27	COc1ccc2oc(-c3ccco3)cc(=O)c2c1	-65	-10	1	28	160*	1.1	0.0	-11	-83	82
28	CCNC(=O)Cc1c(OC)ccc2cc(Br)ccc12	2	28	2	15	95	0.7	0.4	8	2	92
29	O=c1c(Cc2c(F)cccc2Cl)c(O)ccn1CCCn1ccnc1	-3	0	-2	8	100	1	0.8	12	0	98
30	COc1cccc(CN(Cc2cccnc2)S(=O)(=O)c2ccc(-n3cnnn3)c(C)c2)c1OC	4	13	2	0	96	0.9	0.7	-11	-4	102
31	Cc1ccc(C(=O)C[n+]2ccc(Cc3ccccc3)cc2)cc1	-4	12	0	-6	103	0.9	1.4	-6	-12	107
32	COC(=O)CCCC[C@H]1SC[C@H]2NC(=O)N[C@]21O	7	12	-14	6	94	0.9	-0.4	-9	2	97
33	O=C(CN(C(=O)c1csnn1)c1cccc2ccccc12)NC1CCCC1	6	19	8	6	92	0.8	0.0	2	8	97
34	Cc1sc2nc(C3CCCCC3)nc(SCC(=O)N3CC(=O)Nc4ccccc43)c2c1C	0	21	2	2	100	0.8	-0.2	-4	0	101
35	CC(=O)N1CCc2c(sc(NC(=O)c3ccc([N+](=O)[O-])o3)c2C#N)C1	-16	26	1	58*	115	0.7	0.2	2	62*	54
36	O=C(Cn1c(/C=C/c2ccccc2)nc2ccccc21)Nc1ccc(F)cc1	-5	-1	-13	-1	104	1	-0.3	3	-50	106

# Single values from the results shown.
# compound 20 | STAT3 inh = 10
# compound 11 | Diaph act CS = 0.9
# compound 35 | APP transl inh = 62*

# Following part.
nr	molecule	STAT1 inh	Diaph inh CS	G6PDH CS	STAT3 inh	STAT1 activator	Diaph act CS	Hsp70 activator	TLR4 MyD88 comp	APP transl inh	STAT3 activator
37	CCn1nnc(-c2ccccc2NC(=O)C(F)(F)F)n1	4	28	4	10	96	0.7	0.0	9	-45	99
38	CN1CCN(C(=O)C2=C[C@H](c3ccccc3)C[C@H](OCc3ccc(CO)cc3)O2)CC1	-1	15	4	.	103	0.8	-0.1	-6	-5	.
39	CC(CCCC(C)(C)O)NCc1cn[nH]c1-c1ccc2c(c1)OCO2 (configuration not stated)	12	4	10	8	88	1	-0.4	-14	-12	97
40	CCOc1cccc(CN2CCCC(CCC(=O)NCc3ccccc3F)C2)c1O (configuration not stated)	0	9	15	0	99	0.9	-0.2	-2	-10	105
41	CCc1c(C)nc(N2CCOCC2)[nH]c1=O	1	0	17	7	99	1	-0.3	14	-20	98
42	Cc1nnsc1C(=O)NC(C)c1ccccc1 (configuration not stated)	-5	5	-1	7	104	0.9	-0.2	10	9	101
43	Cn1cnnc1SCC(=O)N1CCc2ccccc21	-6	12	13	-7	102	0.9	-0.1	-7	-3	107
44	Cc1sc2ncnc(NCCCO)c2c1C	-9	13	-1	1	108	0.9	-0.1	5	-22	107
45	O=C(N/N=C/c1ccc[nH]1)c1ccc(Cl)cc1	-9	11	0	6	108	0.9	0.0	1	-6	96
46	COc1ccccc1C1C(C(=O)c2cc3ccccc3o2)=C(O)C(=O)N1CCN1CCOCC1 (configuration not stated)	6	10	10	4	94	0.9	-0.3	-5	-7	100
47	Cc1nn(-c2ccccc2)c(N2CCCC2)c1/C=N/NC(=O)c1cc(-c2cccnc2)nc2ccccc12	9	20	-24	-27	92	0.8	-0.5	1	9	118
48	COCCn1c(C)cc(C2=NNC(=Nc3ccc(F)cc3)SC2)c1C	-36	28	9	-33	133*	0.7	0.0	-4	-82	133*
49	Cc1c(NC(=O)Nc2ccccc2Cl)sc(=S)n1C	-11	-6	1	2	110	1.1	-0.1	-2	7	101
50	COc1ccccc1C(=O)NC(=S)Nc1ccc(NC(=O)c2ccco2)cc1	5	4	8	33	96	1	-0.3	-25	4	77
51	COc1ccc(C(=O)OCC(=O)N2CCCC2=O)c(OC)c1	-45	21	4	0	139*	0.8	0.2	17	-3	104
52	COc1ccc(CCC(=O)N(C)CC(=O)Nc2ccc(N3CCOCC3)cc2)cc1	-6	14	2	-4	105	0.9	-0.2	8	-2	104
53	COc1ccc(C(=O)COC(=O)C(CCSC)NS(=O)(=O)c2ccc(Cl)cc2)cc1 (configuration not stated)	1	24	-3	0	98	0.8	0.3	9	11	101
54	O=C(/C=C/c1cccc(Br)c1)NCC1CCCCC1	6	18	-7	-3	95	0.8	-0.3	-22	21	102
55	Cc1cc(C)n(-c2nc3ccccc3nc2N2CCN(C(=O)c3ccc(Cl)cc3)CC2)n1	11	18	8	-11	90	0.8	-0.3	-9	-3	109
56	CCOc1cc(/C=N/O)cc(Br)c1OCc1ccc(Cl)cc1	3	18	4	9	97	0.8	2.0	-1	-4	102
57	CCOCC(=O)Nc1cccc(C(=O)OCC)c1	4	9	-3	12	96	0.9	-0.2	-2	10	93
58	CCc1ccc(NC(=O)C(C)OC(=O)c2ccc(N3CCCC3)c([N+](=O)[O-])c2)cc1 (configuration not stated)	-6	1	-9	-1	106	1	-0.3	-6	8	106
59	CN(Cc1ccccc1)c1nc(N)nc(Cl)c1C=O	-1	13	-2	-1	101	0.9	-0.1	9	3	105
60	CCCOc1ccc(/C=N/O)cc1	-9	4	-3	1	109	1	-0.3	-1	-23	103
61	O=C(c1cc2ccccc2cc1OCC(O)CN1CCCCC1)N1CCCCC1 (configuration not stated)	5	1	12	10	96	1	0.1	-15	.	99
62	O=c1[nH]nc(Cc2ccccn2)c2ccccc12	2	12	0	2	99	0.9	-0.3	18	6	104

# Bioassay records: PubChem BioAssay, several laboratories
